Screens deposited in PubChem BioAssay by National Center for Advancing Translational Sciences (NCATS).
HADH2 inhib = qHTS Assay for Inhibitors of HADH2 (Hydroxyacyl-Coenzyme A Dehydrogenase, Type II) | 3-hydroxyacyl-CoA dehydrogenase type-2 (Homo sapiens), Q99714 | recombinant HADH2, NADH fluorescence, beta-hydroxybutyryl-CoA | Potency, µM (highest dose often 57.1 µM), inactives show at the highest dose activity change, negative = inhibition, actives largely listed as inhibitors | hit rate 3.4% among 73,000 | AID 886, 2007; further: potency means the concentration at half of the fitted maximal effect; on the % scale 0 is the no-effect control and ±100 the full control effect; nearly all actives have a fitted effect of over 60% in size; many of its hits are not listed in these tables
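NADH fluorescence (ex 360/em 450 nm) read every 30 s for 4 min; activity taken as last-minus-first time point difference. Enzyme 20 nM, NAD+ 1 mM, beta-hydroxybutyryl-CoA 90 uM, pH 9.0 Tris buffer.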
BRCT inh green = qHTS Assay for Inhibitors of BRCT-Phosphoprotein Interaction (Green Fluorophore) | Breast cancer type 1 susceptibility protein (Homo sapiens), P38398 | BRCA1 BRCT-phosphopeptide binding, green fluorescence polarization | Potency, µM (titrated, usually from 76.9 µM), for inactives: at the top dose activity change, negative = inhibition, most hits filed as inhibitors | hit rate 0.05% among 75,000 | AID 875, 2007;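 further: potency means the concentration at half of the fitted maximal effect; plate controls were peptide without protein for full effect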
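Fluorescence polarization: His-tagged BRCT (~35 kDa BRCA1 C-terminus, 250 nM) bound to 100 nM fluorescein-labeled phosphorylated 10-aa BACH1 peptide, pH 7.3 phosphate buffer with DTT and Tween 20. Compounds incubated 12 min at room temperature; inhibition read as lowered polarization.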
HEK293 cAMP ctrl = qHTS Assay for Agonists of the Thyroid Stimulating Hormone Receptor: Activators of Intracellular cAMP Concentrations in Parental HEK 293 | parental HEK293 CNG cAMP sensor, membrane potential fluorescence | Potency, µM (top dose mostly 57.1 µM), without a hit: at the top dose activation, actives largely listed as activators | hit rate 2.5% among 73,000; further: potency means the concentration at half of the fitted maximal effect; % of control where 0% means no effect; nearly all actives have a fitted effect of over 55% in size
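Parental HEK 293 cells stably expressing a modified CNG channel (no TSHR) report cAMP rise as membrane depolarization. Membrane potential dye with 100 uM RO 20-1724 was loaded for 60 min at room temperature, then compound added for 30 min; fluorescence read at 590 nm.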
Caspase-7 inhib = qHTS Assay for Allosteric/Competitive Inhibitors of Caspase-7 | AID 889, 2007 | recombinant caspase-7, Ac-DEVD-AFC fluorescence rate | P55210 | Potency, µM (highest dose often 57.5 µM), inactives show top-dose activity change, negative = inhibition, most hits filed as inhibitors | hit rate 0.02% among 75,000; active means well fitted inhibition curve with a large enough effect in the main read-out, with a control signal flat, not every such curve was filed as active; inconclusive means small, poorly fitted or top-dose-only effect, or a change in a side signal; further: potency means the concentration at half of the fitted maximal effect; % of control where 0% means no effect
Target sequence (P55210 24-198 limits assumed): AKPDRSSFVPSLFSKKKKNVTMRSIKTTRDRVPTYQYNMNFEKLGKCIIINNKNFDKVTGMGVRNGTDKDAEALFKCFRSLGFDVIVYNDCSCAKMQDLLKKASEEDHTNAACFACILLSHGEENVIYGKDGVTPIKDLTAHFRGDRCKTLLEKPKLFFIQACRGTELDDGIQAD
Target sequence (P55210 207-303 limits assumed): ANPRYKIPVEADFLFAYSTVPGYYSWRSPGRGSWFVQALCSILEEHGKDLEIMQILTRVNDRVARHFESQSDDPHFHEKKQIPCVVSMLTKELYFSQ
Tau fil binding = qHTS Assay for Tau Filament Binding | Microtubule-associated protein tau (Homo sapiens), P10636 | recombinant tau filaments, thioflavin S fluorescence, 15 h; filaments grown with octadecylsulfate alongside compound | Potency, µM (top dose mostly 57.1 µM), inactives show at the highest dose activity change, negative = inhibition | hit rate 2% among 71,000;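 further: potency means the concentration at half of the fitted maximal effect; on the % scale 0 is the no-effect control and ±100 the full control effect; actives lower thioflavin S fluorescence by blocking filaments or displacing dye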
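His-tagged recombinant human tau (exons 2, 3 and 10 included), 1 uM, was induced to fibrillize by 30 uM sodium octadecylsulfate with compound present. After 15 h at 37 C, thioflavine S fluorescence (ex 450, em 510 nm) was read.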
USP2a inhib = qHTS Assay for Inhibitors of Ubiquitin-specific Protease USP2a; Ubiquitin carboxyl-terminal hydrolase 2 (Homo sapiens), O75604; USP2a enzymatic assay, qHTS inhibition; Potency, µM (titrated, usually from 38.3 µM), inactives show at the top dose activity change, negative = inhibition, actives largely listed as inhibitors; hit rate 0.1% among 60,000;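 further: potency means the concentration at half of the fitted maximal effect; nearly all actives have a fitted effect of over 60% in size; plate controls were DMSO for no effect and NEM full inhibition control for full effect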
Target sequence (O75604 whole entry, looked up): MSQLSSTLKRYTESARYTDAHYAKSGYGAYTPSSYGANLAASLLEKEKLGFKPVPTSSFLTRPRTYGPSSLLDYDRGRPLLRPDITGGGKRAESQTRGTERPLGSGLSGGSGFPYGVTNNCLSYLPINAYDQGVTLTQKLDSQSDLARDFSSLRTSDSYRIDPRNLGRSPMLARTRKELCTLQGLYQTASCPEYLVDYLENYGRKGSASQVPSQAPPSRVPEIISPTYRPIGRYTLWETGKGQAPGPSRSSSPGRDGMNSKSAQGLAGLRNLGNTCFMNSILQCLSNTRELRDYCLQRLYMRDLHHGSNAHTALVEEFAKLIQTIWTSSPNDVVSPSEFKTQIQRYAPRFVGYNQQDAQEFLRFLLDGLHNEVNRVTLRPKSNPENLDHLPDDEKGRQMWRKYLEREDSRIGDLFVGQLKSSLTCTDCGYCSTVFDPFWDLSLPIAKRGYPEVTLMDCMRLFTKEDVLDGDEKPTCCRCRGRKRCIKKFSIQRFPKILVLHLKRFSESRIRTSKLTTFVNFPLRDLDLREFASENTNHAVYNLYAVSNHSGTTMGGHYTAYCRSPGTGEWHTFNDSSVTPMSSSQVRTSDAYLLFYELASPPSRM
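Inhibition is measured in a cell-free coupled assay with 20 nM USP2 core, 20 nM Ub-PLA2 and 20 uM NBD C6-HPC, 2.5 h incubation. Activity normalized to NEM control.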
Pol III holo inh = qHTS Assay for Inhibitors of DNA Polymerase III Holoenzyme System; Potency, µM (titrated, usually from 57.1 µM), for inactives: top-dose activity change, negative = inhibition; reconstituted DNA polymerase III holoenzyme replication, biochemical; hit rate 0.25% among 71,000; further: potency means the concentration at half of the fitted maximal effect; on the % scale 0 is the no-effect control and ±100 the full control effect
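Reconstituted *E. coli* holoenzyme (0.35 nM Pol III, 1 nM beta, 154 nM SSB, 2 nM primase) was preincubated with compound for 15 min at RT. Synthesis on 1.4 nM ssM13Gori ran 35 min, then was stopped with PicoGreen/EDTA and read as dsDNA fluorescence.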
BRCT inh red = qHTS Assay for Inhibitors of BRCT-Phosphoprotein Interaction (Red Fluorophore); Breast cancer type 1 susceptibility protein (Homo sapiens), P38398; BRCT-phosphopeptide binding, red fluorescence polarization; Potency, µM (series often up to 76.9 µM), for inactives: top-dose activity change, negative = inhibition, hits mostly inhibitors; hit rate 0.03% among 75,000; AID 892, 2007; further: on the % scale 0 is the no-effect control and ±100 the full control effect
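Rhodamine-labelled pBACH1 10-mer (100 nM) bound to BRCT domain (100 nM) at pH 7.3; compounds incubated 12 min room temperature, polarization read. Free peptide defines full inhibition; unlabelled decapeptide titrated as control.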
Casp1 inh = qHTS Assay for Allosteric/Competitive Inhibitors of Caspase-1; Potency, µM (highest dose often 57.5 µM), for inactives: at the highest dose activity change, negative = inhibition, most hits filed as inhibitors; hit rate 0.03% among 75,000; Caspase-1 enzyme, Ac-WEHD-AFC fluorogenic rate;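 further: potency means the concentration at half of the fitted maximal effect; plate controls were vehicle for no effect and no substrate for full effect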
15-hLO inh = qHTS Assay for Inhibitors of 15-hLO (15-human lipoxygenase). purified 15hLO-1, xylenol orange hydroperoxide absorbance. Potency, µM (titrated, usually from 57.1 µM), for inactives: at the highest dose activity change, negative = inhibition, hits mostly inhibitors. Polyunsaturated fatty acid lipoxygenase ALOX15 (Homo sapiens), P16050. hit rate 1.4% among 74,000; further: potency means the concentration at half of the fitted maximal effect; on the % scale 0 is the no-effect control and ±100 the full control effect; nearly all actives have a fitted effect of over 55% in size
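Inhibition is scored from a chromogenic endpoint. After 15 min enzyme-compound contact, arachidonic acid (50 uM final) reacts 6 min with 40 nM 15hLO-1 at room temperature, then Fe-XO reagent is added for 30 min and absorbance ratio recorded.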
Rhodamine fluor = qHTS Assay for Spectroscopic Profiling in Rhodamine Spectral Region; Rhodamine-region fluorescence, 547/598 nm, Tris buffer; stronger effect = higher value; max dye-equivalent concentration, M; hit rate 0.05% among 59,000; in the data active means max dye-equivalent concentration above about 11 nM; inconclusive means between about 1.1 nM and that limit
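Compounds in 100 mM Tris buffer, pH 8.0, were incubated 15 min at room temperature, then read at 547 nm excitation and 598 nm emission. Fluorescence was normalized against a per-plate six-point rhodamine standard curve as dye-equivalent concentration.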
Numbers without * were called inactive; i = inactive; ? = inconclusive; nt = not tested or not shown; & = joins results of further samples; [ ] = remark or other dose. Unless noted, the call rests on the fitted dose curve; in most records, active means well fitted curve in the direction sought with a large enough effect; inconclusive means small, poorly fitted or top-dose-only effect, or another doubt; inactive means no such curve, though single readings can be large; an effect the other way counts as inactive or inconclusive. An excerpt; count on the stated rates, not on these rows.

SMILES	HADH2 inhib	BRCT inh green	HEK293 cAMP ctrl	Caspase-7 inhib	Tau fil binding	USP2a inhib	Pol III holo inh	BRCT inh red	Casp1 inh	15-hLO inh	Rhodamine fluor
COc1ccccc1-c1nnc(NC(C)=O)s1	-6%	0.1%	2%	-1%	-1%	2%	-2%	1.3%	-1%	2%	i
COc1ccccc1CNC(=O)c1ccc(S(=O)(=O)N2CCCC2)cc1	1%	-2.9%	-2%	2%	-1%	16%	6%	-1.1%	-1%	5%	i
CCOC(=O)c1oc2ccccc2c1NC(=O)c1cccc(OC)c1OC	?	2.1%	25%	-1%	-7%	-6%	1%	0.0%	-2%	-11%	i
COc1cc(SC)ccc1C(=O)Nc1ccon1	?	0.0%	3%	-1%	5%	18%	-3%	-2.0%	-1%	?	i
CCOC(=O)CCCCC(=O)c1[nH]c(=O)[nH]c1CSc1nc(C)cc(=O)[nH]1	-22%	-0.1%	12%	-14%	12%	10%	-1%	-1.5%	-7%	10%	i
COc1ccc(-c2nc(CS(=O)(=O)CC(=O)Nc3ccc(Cl)cc3)c(C)o2)cc1	104%[activator]	-1.2%	-7%	-5%	189%	nt	-3%	-0.5%	-2%	-12%	nt
CCN(CC)C(=O)Cc1cc(C(=O)O)c2ccccc2n1	0%	1.0%	-4%	1%	0%	-5%	-3%	-0.7%	-4%	2%	i
O=C(NO)c1ccc(OC(F)F)cc1	4%	1.4%	4%	-5%	2%	0%	-1%	-0.1%	-1%	?	i
c1ccc2c(N3CCNCC3)nc(-c3ccc4c(c3)OCO4)nc2c1	3%	-0.5%	-9%	1%	3%	6%	-6%	2.9%	2%	?	i
CC(O)c1ccc2c(c1)OCCOCCN(C)CCOCCO2 (stereo not drawn)	15%	-0.4%	7%	0%	3%	-3%	-1%	0.9%	-1%	2%	i
CCCCN(CC)CCNC(=O)c1cc2c(=O)n(C)c3ccccc3c2n1C	?	0.4%	23%	-2%	249%	nt	-11%	-0.8%	-2%	-3%	nt
CCOC(=O)CNC(=O)Cn1cnc2c(nnn2-c2cccc(Cl)c2)c1=O	7%	-2.2%	10%	-2%	-4%	8%	-5%	-0.2%	1%	-6%	i
COC(=O)C1=C(C)N(Cc2ccccc2)[C@]23O[C@](C(=O)OC)(C(=O)N2C1c1ccccc1)C1CCCC(=O)C13 (stereo partly drawn)	1%&8%[11.4 µM]	-2.5%&1.1%[15.4 µM]	9%&4%[11.4 µM]	0%&0%[11.5 µM]	nt	nt	nt	1.8%&0.1%[15.4 µM]	-2%&1%[11.5 µM]	5%&2%[11.4 µM]	nt
O=C(CN(Cc1ccc(F)cc1)C(=O)CCC(=O)Nc1ccccn1)NCc1ccco1	13%	-1.3%	9%	1%	2%	nt	-4%	-1.2%	1%	10%	i
COc1cc(/C=C(/C#N)c2ccc(F)cc2)ccc1OCc1ccc(C(=O)O)o1	-20%	3.2%	18%	-3%	14%	15%	-12%	1.5%	-3%	-5%	i
COc1ccc(-c2noc(-c3cc(Cl)ccc3Cl)n2)cc1OC	4%	-1.9%	8%	-1%	3%	2%	-4%	-0.1%	-1%	-1%	i
Cc1nc(Cl)sc1C(=O)O	0%	-2.9%	?	1%	2%	-6%	-2%	-0.8%	2%	6%	i
O=C(NCc1cccnc1)c1ccc(COc2ccc3c(c2)CCC3)o1	-2%	0.9%	24%	-1%	0%	31%[activator]	6%	-5.4%	-1%	-3%	i
Cc1ccc2nc(NC(=O)c3ccc(Cn4cc(Cl)cn4)o3)sc2c1	10%	-2.3%	-18%	-4%	27%	23%	-2%	-0.2%	-2%	-17%	i
CCOC(=O)N1CCN(C(=O)Nc2ccc3oc(C)nc3c2)CC1	7%	0.9%	3%	0%	15%	4%	-2%	1.1%	1%	14%	i
CCn1nnnc1-c1ccc(OC)c(S(=O)(=O)Nc2ccc(OC)cc2)c1	9%	2.0%	3%	1%	-4%	4%	3%	-0.9%	0%	2%	i
CC1OC(n2cc(F)c(=O)[nH]c2=O)C(O)C1O (stereo not drawn)	nt	-0.9%	nt	2%	nt	2%	nt	0.7%	1%	-2%	nt
COC(=O)c1ccccc1NC(=O)c1noc2c1CCC2	16µM*	-0.9%	26%	-10%	-6%	33%[activator]	?	-5.7%	-1%	?	i
COC(=O)c1cc(C(=O)OC)cc(N2C(=O)CC(Sc3nc(C)cc(C)n3)C2=O)c1 (stereo not drawn)	-11%	6.7%	0%	0%	-10%	23%	0%	1.4%	0%	-21%	i
Cc1ccc(N2C(=O)[C@@H]3Cc4ccccc4CN3C2=O)cc1	7%	-0.1%	-2%	-2%	10%	4%	5%	-1.5%	1%	5%	i
Cc1ccc(S(=O)(=O)Cc2ccc(C(=O)N3CCN(c4cc(C)ccc4C)CC3)o2)cc1	4%	-1.3%	?	-4%	-6%	27%	-5%	-0.7%	0%	-8%	i
CCc1nc(SCC(=O)c2ccc(C)c(C)c2)n[nH]1	-9%[11.4 µM]	-0.4%	10%[11.4 µM]	0%	3%[11.4 µM]	7%[7.66 µM]	6%[11.4 µM]	-0.4%	0%	-23%[11.4 µM]	nt
CCCCn1nnc(NC(=O)c2sc3cc(Cl)ccc3c2Cl)n1	-5%	-0.2%	25µM*	-3%	98%	-1%	-2%	-0.3%	-2%	?	i
CCCCC(=O)Nc1ccc2c(c1)nc1n2CCOC1	-4%	-1.5%	?	-2%	-2%	3%	-5%	0.5%	-2%	13%	i
S=c1nc(-c2ccccc2)n(CCCN2CCOCC2)c2c1CCCC2	-18%	-2.0%	0%	-1%	-10%	-6%	-8%	1.1%	-2%	4%	i
CNc1ncnc2c1ncn2[C@H]1C[C@@H](OP(=O)(O)O)[C@H](COP(=O)(O)O)O1	-16%	-2.5%	6%	1%	-8%	2%	-4%	-1.0%	-3%	5%	i
CCOC(=O)C1CCN(c2ncnc3nc[nH]c23)CC1	-10%	-0.5%	8%	-1%	2%	nt	-5%	1.5%	-1%	13%	nt
COc1ccc(C2/C(=C(/O)c3ccc(Cl)cc3)C(=O)C(=O)N2CCN2CCOCC2)c(OC)c1 (stereo not drawn)	-13%	1.2%	9%	-4%	-5%	24%	-5%	-0.1%	-4%	-2%	i
COc1ccc(-c2cc(-c3ccccc3O)[nH]n2)cc1OC	-9%	-2.8%	5%	-2%	90%	-109%	-4%	-0.2%	-2%	?	nt
Nc1ncnc2c1ncn2C1OC(COP(=O)(O)O)C(O)C1O (stereo not drawn)	nt	-0.8%[3.08 µM]	nt	3%	nt	-13%	nt	0.3%	0%	-15%	nt
Cc1cc(O)cc(O)c1-c1onc(C(F)(F)F)c1-c1cscn1	-4%	-2.4%	-18%	2%	-2%	-9%	0%	0.6%	2%	-9%	i
COc1ccc2nc(NS(=O)(=O)c3ccc(NC(C)=O)cc3)sc2c1	3%	-3.5%	17%	1%	-4%	-2%	-8%	-1.4%	1%	-5%	i
Cc1nn(-c2ccccc2)c2c1/C(=N/O)CC(C)(C)C2	-22%	-1.4%	25µM*	-6%	-1%	13%	-13%	-1.4%	-3%	-4%	i
Cc1[nH]n(C(N)=S)c(=O)c1C(c1ccccc1)C(C#N)C#N (stereo not drawn)	?	-1.3%	10%	-1%	5%	-1%	-3%	0.0%	0%	-20%	i
COc1ccccc1CN(C)C(=O)C1COc2ccccc2O1 (stereo not drawn)	9%	3.9%	24%	6%	6%	-1%	-2%	0.0%	0%	-6%	i
CC1CN(S(=O)(=O)c2ccc(NC(=O)CCCN3C(=O)c4ccccc4C3=O)cc2)CC(C)O1 (stereo not drawn)	17%	-1.5%	21%	0%	9%	25%	2%	-0.3%	1%	5%	i
